CHRM1 PAM = human M1 muscarinic receptor positive allosteric modulators, primary screen, CHO-K1 cells, Fluo-8 calcium fluorescence, 1536-well. CHO-K1 hM1, ACh EC20; 0% = ACh EC20, 100% = maximal ACh. activation, % at 3 µM. 360,000 compounds, 0.088% hits; in the data active = activation above about 19%, passing the limit was not always enough
Target sequence (P11229 whole entry, looked up): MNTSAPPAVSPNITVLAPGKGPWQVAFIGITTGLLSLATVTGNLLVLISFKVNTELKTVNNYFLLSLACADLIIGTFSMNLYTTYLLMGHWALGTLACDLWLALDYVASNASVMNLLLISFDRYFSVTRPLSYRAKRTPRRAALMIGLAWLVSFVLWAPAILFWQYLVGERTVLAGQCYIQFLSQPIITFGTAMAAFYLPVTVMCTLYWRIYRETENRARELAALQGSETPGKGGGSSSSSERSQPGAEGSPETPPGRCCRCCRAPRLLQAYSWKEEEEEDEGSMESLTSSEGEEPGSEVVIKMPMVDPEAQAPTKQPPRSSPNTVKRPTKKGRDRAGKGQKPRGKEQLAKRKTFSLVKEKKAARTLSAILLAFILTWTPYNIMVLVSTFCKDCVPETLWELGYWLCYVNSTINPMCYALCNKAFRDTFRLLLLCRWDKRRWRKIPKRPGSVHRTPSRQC
M4 antag = human M4 muscarinic receptor antagonists, primary screen, CHO cells, Fluo-8 calcium fluorescence. CHO-hM4 cells, ACh EC80. Muscarinic acetylcholine receptor M4 (Homo sapiens), P08173. AID 624125, 2012. 360,000 compounds, 0.73% hits. inhibition, % at 3 µM;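 active = inhibition above its plate's cutoff, the mean inhibition of sample wells plus 3 SD, cut at about 27% in these data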;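 also: 0% = acetylcholine EC80 with DMSO and 100% = DMSO without agonist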
M5 ag = human M5 muscarinic receptor agonists, primary screen, CHO-K1 cells, Fluo-8 calcium fluorescence | Muscarinic acetylcholine receptor M5 (Homo sapiens), P08912 | CHO-K1 hM5 cells; 0% DMSO wells, 100% maximal acetylcholine response | activation, % at 3 µM | 360,000 compounds, 0.19% hits | AID 624037, 2012;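 active = activation above the run's mean over test compounds plus 3 SD, cut at about 23% in these data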;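 also: signal is peak over basal fluorescence ratio across the kinetic read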
Target sequence (P08912 whole entry, looked up): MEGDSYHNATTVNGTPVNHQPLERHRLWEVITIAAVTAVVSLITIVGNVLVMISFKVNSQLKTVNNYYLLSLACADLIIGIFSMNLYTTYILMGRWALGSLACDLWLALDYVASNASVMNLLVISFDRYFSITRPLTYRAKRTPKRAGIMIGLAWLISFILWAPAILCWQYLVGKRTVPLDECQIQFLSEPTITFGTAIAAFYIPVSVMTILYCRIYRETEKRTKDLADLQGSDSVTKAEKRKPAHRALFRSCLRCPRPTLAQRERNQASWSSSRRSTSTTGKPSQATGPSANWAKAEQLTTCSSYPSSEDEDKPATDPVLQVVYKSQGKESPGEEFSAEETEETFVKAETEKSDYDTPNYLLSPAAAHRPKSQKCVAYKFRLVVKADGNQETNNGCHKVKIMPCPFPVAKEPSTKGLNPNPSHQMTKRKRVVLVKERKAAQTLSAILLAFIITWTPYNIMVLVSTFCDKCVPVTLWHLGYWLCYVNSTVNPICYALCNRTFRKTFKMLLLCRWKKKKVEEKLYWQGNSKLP
M1 antag = human M1 muscarinic receptor antagonists, primary screen, CHO-K1 cells, Fluo-8 calcium fluorescence, 1536-well | CHO-K1 hM1, ACh EC80 antagonist | inhibition, % at 3 µM | 360,000 compounds, 1.3% hits | AID 588852, 2011;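 active = percent inhibition above its own plate's cutoff, namely the mean of that plate's compound wells plus 3 SD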;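 also: peak over basal fluorescence ratio during 140 s after agonist addition; 0% = ACh EC80 plus DMSO and 100% = DMSO alone without agonist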
CHRM5 PAM = human M5 muscarinic receptor positive allosteric modulators, primary screen, CHO-K1 cells, Fluo-8 calcium fluorescence | Muscarinic acetylcholine receptor M5 (Homo sapiens), P08912 | CHO-K1 hM5, ACh EC20 PAM; 0% = ACh EC20, 100% = ACh EC100 | activation, % at 3 µM | 360,000 compounds, 0.3% hits;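 active = activation above the run cutoff, the mean activation of all test compounds plus 3 SD, cut at about 18% in these data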
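Assay system – human M5 receptor in CHO-K1 cells · Read-out – % activation, ACh-normalized · Technique – Fluo-8 calcium fluorescence · Dosing – single-point, 3 µM nominal · Incubation – Fluo-8 loading 80 min at 37 °C plus 30 min room temperature · Repeats – singlicate, one well per test compound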
M1 ag = human M1 muscarinic receptor agonists, primary screen, Fluo-8 calcium fluorescence, CHO-K1 cells, HTS | Muscarinic acetylcholine receptor M1 (Homo sapiens), P11229 | CHO-K1 hM1, agonist mode; 0% DMSO, 100% acetylcholine EC100 | activation, % at 3 µM | 360,000 compounds, 0.33% hits | AID 588814, 2011;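 active = activation above the run's mean compound activation plus 3 SD, cut at about 16% in these data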;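 also: peak over basal fluorescence ratio within a 140 s kinetic read after compound addition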
CHRM4 agonist = human M4 muscarinic receptor agonists, primary screen, CHO-K1 cells, Fluo-8 calcium fluorescence | Muscarinic acetylcholine receptor M4 (Homo sapiens), P08173 | CHO-K1 hM4/Gqi5; vehicle 0%, full acetylcholine response 100% | activation, % at 3 µM | 360,000 compounds, 0.14% hits;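 active = activation above the run mean over all test wells plus 3 SD, cut at about 32% in these data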;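 also: peak over basal fluorescence ratio per well then scaled between controls; 0% = DMSO wells and 100% = acetylcholine at EC100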
TAAR1 ag = human TAAR1 agonists, primary screen, Fluo-8 calcium fluorescence, CHO RD-HGA16 cells; Trace amine-associated receptor 1 (Homo sapiens), Q96RJ0; 360,000 compounds, 0.99% hits; activation, % at 3 µM; vehicle wells 0%, saturating PEA agonist 100%; AID 624467, 2012;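 active = activation above the mean activation of all test compounds in the run plus 3 SD, cut at about 38% in these data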
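System: CHO RD-HGA16 cells carrying human TAAR1 plus Gα16; Incubation: 17-24 h seeding, 75 min 37 °C dye, 30 min RT; Measured by: Fluo-8 fluorescence, 5 s baseline then 140 s kinetic read; Control set: DMSO and PEA EC100; Replication: single well for each compound.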
CHRM5 antagonist = human M5 muscarinic receptor antagonists, primary screen, CHO cells, Fluo-8 calcium fluorescence | Muscarinic acetylcholine receptor M5 (Homo sapiens), P08912 | CHO-hM5 cells, ACh EC80 | inhibition, % at 3 µM | 360,000 compounds, 0.59% hits;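 active = inhibition above a per-plate cutoff, the mean of that plate's test compounds plus 3 SD, cut at about 27% in these data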;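 also: 0% = acetylcholine EC80 with DMSO and 100% = DMSO without agonist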
* hit, by the source's call; nt = not tested or not shown. The list is partial (hit frequency here may not be typical).

SMILES	CHRM1 PAM	M4 antag	M5 ag	M1 antag	CHRM5 PAM	M1 ag	CHRM4 agonist	TAAR1 ag	CHRM5 antagonist
O=C(COC(=O)c1cccs1)Nc1nnc(-c2ccccc2)o1	7.8	-9.7	0.8	-11.7	1.1	-1.2	-0.3	1.1	6.8
COc1ccc(CCNC(=O)CN2C(=O)NC3(CCc4ccccc43)C2=O)cc1 (stereo unspecified)	-0.1	-14.5	-1.7	-1.1	4.5	-5.2	2.9	5.3	-2.4
Cc1ccccc1NC(=O)Cc1nc(COC(=O)C(C)(C)Oc2ccc(Cl)cc2)cs1	-11.7	-0.9	1.0	1.8	-7.0	-4.5	10.7	2.2	0.9
COC(=O)CCCCC1SCC(NC(=O)OC)C1NC(=O)OC (stereo unspecified)	13.0	-4.5	3.7	-5.8	-1.5	-0.1	1.5	6.0	1.5
COC(=O)CSc1nnc(-c2ccc(S(=O)(=O)NCc3cccs3)cc2)o1	-10.1	14.3	-2.8	8.4	-6.0	-1.4	4.8	1.5	17.6
CC1CCCCC1NC(=O)CSc1nncn1N (stereo unspecified)	1.1	0.0	2.3	5.2	11.7	-3.8	1.4	7.4	-23.9
CC1(C)CC(=O)C=C(NCCc2ccccc2)C1	11.6	-5.3	-1.9	-9.2	-3.7	-2.1	-0.6	8.4	4.3
CNc1cncc(-c2ccc(S(C)(=O)=O)cc2)n1	7.7	3.5	0.0	-11.0	-2.1	-2.7	0.5	0.5	8.4
COc1ccccc1CNC(=O)CCS(=O)(=O)c1ccc2c(c1)CCCN2C(C)=O	-4.5	-3.8	-6.4	16.0	-2.3	-6.4	2.0	7.5	-2.7
CCC(=O)N1c2ccc(S(=O)(=O)NCc3ccco3)cc2CC1C (stereo unspecified)	5.4	-10.9	-0.6	-11.0	-2.6	-0.6	2.0	1.6	3.3
Cc1cccc(C=Nc2ccc3c(c2)oc2ccccc23)c1O	-7.9	3.6	-3.4	6.6	5.5	-6.4	3.6	3.0	8.0
O=C(O)C1CCN(c2ccc(S(=O)(=O)N3CCC(C(=O)O)CC3)cc2[N+](=O)[O-])CC1	7.7	7.8	-3.5	-9.7	5.3	-1.1	-0.5	-0.2	4.2
CC(C)(C)c1ccc(C(=O)OCc2c(-c3ccccc3)ncc3ccccc23)cc1	17.3	-9.4	1.0	-3.4	-3.3	7.7	-0.7	1.0	2.3
COC(=O)c1ccc(Cn2nnc3c(=O)[nH]c(C4CCN(S(=O)(=O)c5cc(C)ccc5C)CC4)nc32)cc1	2.4	-6.0	-7.9	-13.3	-5.6	-4.3	0.0	-2.1	4.5
S=C(NCC1CCCO1)Nc1ccccc1 (stereo unspecified)	14.4	-2.7	-3.2	-12.7	-10.0	-7.7	1.6	10.8	5.3
Cc1ccc(N(CC(=O)N/N=C/c2cc(C)n(-c3ccccc3)c2C)S(C)(=O)=O)c(C)c1	-7.7	7.7	8.8	-7.8	2.8	-9.2	0.6	8.1	-0.6
CCOC(=O)C1CCCN(C(=O)C(CCSC)NC(=O)COc2ccccc2)C1 (stereo unspecified)	5.0	-8.5	4.2	-3.4	-3.5	2.0	3.0	0.3	0.9
Cc1ccccc1NC(=O)NNC(=O)COc1ccc2ccccc2c1	13.1	-6.0	-3.7	-15.5	-3.9	-0.4	3.4	1.2	4.6
CCC(C)NC(=O)c1ccccc1NC(=O)C(C)N(c1ccccc1)S(C)(=O)=O (stereo unspecified)	12.5	-2.5	3.1	-25.5	-2.9	2.4	0.7	9.2	-2.1
CN(C)C(=O)c1cc(S(=O)(=O)N(C)C)c(Cl)cc1N1CCCC1	4.3	-5.6	-0.3	-33.4	1.3	-5.1	1.6	1.1	-6.0
COC(=O)c1ccccc1S(=O)(=O)N1CCC(C(=O)OC(C)C(=O)N(C)Cc2ccccc2)CC1 (stereo unspecified)	-0.6	1.1	0.9	5.2	-9.5	-4.6	12.5	7.4	10.8
Cc1ccc(C)c(S(=O)(=O)NC2CCSC2=O)c1 (stereo unspecified)	5.9	3.3	-1.1	-2.6	3.9	-2.0	1.0	3.5	-2.1
CCCCc1c(C)c2ccc(OC)c(/C(C)=N\O)c2oc1=O	1.2	4.0	-3.9	-1.3	-5.5	-4.6	0.9	11.9	1.8
Cc1ccnc2nc(C(=O)NCCc3ccc(F)cc3)nn12	-3.9	0.6	-0.9	8.1	-0.3	-0.9	0.0	8.1	-14.6
COc1ccc(CCN2CC(C(=O)N(C)CCn3nc(C)cc3C)CCC2=O)cc1 (stereo unspecified)	-1.6	2.2	0.2	-0.6	-0.6	-1.0	0.5	1.9	-4.7

Entries of single compounds as entered above.
O=C(COC(=O)c1cccs1)Nc1nnc(-c2ccccc2)o1 is listed with CHRM1 PAM: 7.8; M4 antag: -9.7; M5 ag: 0.8; M1 antag: -11.7; CHRM5 PAM: 1.1; M1 ag: -1.2; CHRM4 agonist: -0.3; TAAR1 ag: 1.1; CHRM5 antagonist: 6.8
CC1CCCCC1NC(=O)CSc1nncn1N (stereo unspecified) is listed with CHRM1 PAM: 1.1; M4 antag: 0.0; M5 ag: 2.3; M1 antag: 5.2; CHRM5 PAM: 11.7; M1 ag: -3.8; CHRM4 agonist: 1.4; TAAR1 ag: 7.4; CHRM5 antagonist: -23.9

Later entries:
SMILES	CHRM1 PAM	M4 antag	M5 ag	M1 antag	CHRM5 PAM	M1 ag	CHRM4 agonist	TAAR1 ag	CHRM5 antagonist
O=C(CNC(=O)c1ccc(Br)o1)NCc1ccccc1	-2.1	2.7	-0.7	3.6	1.0	-2.0	0.8	1.3	8.2
Cc1nnc(SCC(=O)N2CCc3ccccc32)n1-c1ccccc1	11.6	-6.8	-4.4	-15.5	-0.4	-1.5	1.7	6.2	-3.6
Cc1cccc(-n2c(SCC(=O)O)nc3sc4c(c3c2=O)CCC4)c1	14.3	7.3	0.6	-14.7	7.4	-1.7	-0.9	5.6	7.6
O=C(COC(=O)c1ccc(F)c(S(=O)(=O)N2CCOCC2)c1)NC1CCCCC1	6.8	-6.4	0.8	-8.3	3.5	-0.4	1.9	0.0	-4.9
O=S(=O)(N1CCCCC1)N1CCN(c2ccc(F)cc2)CC1	-4.4	-1.9	2.4	9.8	-3.1	-3.2	2.3	3.0	4.8
CSc1ccc(CN(C)CC(=O)NC(=O)NCCC2=CCCCC2)cc1	-6.0	1.4	-6.8	-4.8	-11.5	-7.2	1.0	5.3	17.7
Cc1cccc(N/N=C/c2ccc(C)s2)c1	3.2	-11.5	-3.0	-3.5	-3.1	-4.9	1.7	-1.0	1.9
Cc1ccc(S(=O)(=O)N2CCN(CC(O)c3ccccc3)CC2)cc1 (stereo unspecified)	12.6	-5.1	-1.9	-13.4	3.5	-4.0	0.2	0.3	2.8
CC(=O)N1CC2([N+](=O)[O-])CN(C(C)=O)CC([N+](=O)[O-])(C1)C2(C)C	9.9	-1.9	2.0	-7.7	9.7	1.7	0.3	4.6	-9.2
COc1ccc(NC(=O)c2ccc(NC3=NC4CS(=O)(=O)CC4S3)cc2)cc1 (stereo unspecified)	10.3	-34.1	-0.4	-8.9	0.3	-3.9	0.6	0.2	-5.8
Cc1ccc(NC(=O)CN(C)CC(=O)Nc2cccc(F)c2)cc1S(=O)(=O)N1CCCCCC1	-3.4	6.0	3.6	14.4	-11.9	-5.0	11.7	7.8	11.7
CCCNC(=O)c1ccccc1NS(=O)(=O)c1ccc2c(c1)OCCO2	5.8	14.8	1.4	3.3	0.5	-1.2	1.3	6.0	-0.5
CSCc1nnc(NC(=O)c2ccc(S(=O)(=O)N(C)C)cc2)o1	-0.9	4.3	0.0	4.8	18.6*	-1.4	1.5	1.5	12.7
COc1cc2c(cc1OC)C(=S)NC1(CCCC1)C2	7.2	-0.8	-3.7	6.0	-1.2	-4.7	0.3	3.4	-1.6
CCn1c(SCC(=O)c2cc(C)ccc2C)nc2cc(S(=O)(=O)N3CCOCC3)ccc21	-10.9	6.8	-4.8	3.2	-11.6	-5.9	4.7	2.5	16.2
CC1(c2ccc3c(c2)OCCO3)NC(=O)N(CC(=O)Nc2ccccc2F)C1=O (stereo unspecified)	8.9	-11.3	8.9	-6.3	-9.7	11.8	6.6	15.7	12.0
CCN(Cc1ccncc1)C(=O)CCc1nnc(CCc2ccc(OC)cc2)o1	5.4	0.8	3.2	-6.9	14.1	-2.0	0.8	1.8	-5.9
Cc1ccnc(NC(=O)c2ccc(S(=O)(=O)NCc3ccco3)cc2)c1	7.2	0.6	-2.7	-6.0	1.9	-4.0	2.7	0.8	-1.5
CC(=O)N(c1ccccc1)c1nc(C)cc(C)c1C#N	1.4	4.0	-1.9	-14.0	-3.0	-1.9	-0.4	9.8	2.1
Cc1cccc(NC(=O)c2ccccc2-c2ccccc2)c1	-6.8	-7.4	-4.3	2.0	5.4	-7.6	0.2	1.4	-3.0
COc1cc(O)c(C(CC(=O)N2CCN(c3ccccc3)CC2)c2ccc(N(C)C)cc2)c(OC)c1 (stereo unspecified)	-7.6	-5.5	-6.2	17.1	-15.2	-7.0	0.3	1.2	22.2
CCOc1ccc(CCNC(=O)C2CCN(c3nn4c(=O)cc(C)nc4s3)CC2)cc1OCC	-1.3	9.7	-2.1	7.7	1.9	-5.8	-0.8	9.4	-2.8
CCOC(=O)C1(C/C(C)=N/NC(N)=O)CC(C)(C)OC1=O (stereo unspecified)	7.4	9.2	-1.1	-1.6	-0.4	-1.8	1.5	1.3	4.3
O=C1NC(Cc2ccccc2)C(=O)Nc2ccc(Br)cc21 (stereo unspecified)	7.7	-1.3	-2.0	-11.6	-1.2	-1.1	1.4	5.4	14.0
CCc1ccc(C2CC3C(CN2S(=O)(=O)c2ccc(C)cc2)C(=O)CC(c2ccc(CC)cc2)N3S(=O)(=O)c2ccc(C)cc2)cc1 (stereo unspecified)	nt	1.8	1.2	nt	1.6	nt	0.4	0.2	3.2
CCCS(=O)(=O)N1CCCC(C(=O)NCCCN2CCCC2=O)C1 (stereo unspecified)	4.5	-1.7	1.6	-3.1	0.5	-1.0	0.6	4.5	-4.1
O=C(COC(=O)c1ccc([N+](=O)[O-])cc1Cl)Nc1cccnc1Cl	4.7	-3.6	3.5	-7.4	0.3	0.1	1.4	1.1	-2.2

An excerpt of these results, in CSV form:
structure,CHRM1 PAM,M4 antag,M5 ag,M1 antag,CHRM5 PAM,M1 ag,CHRM4 agonist,TAAR1 ag,CHRM5 antagonist
CCn1c(SCC(=O)c2cc(C)ccc2C)nc2cc(S(=O)(=O)N3CCOCC3)ccc21,-10.9,6.8,-4.8,3.2,-11.6,-5.9,4.7,2.5,16.2
Cc1nnc(SCC(=O)N2CCc3ccccc32)n1-c1ccccc1,11.6,-6.8,-4.4,-15.5,-0.4,-1.5,1.7,6.2,-3.6
